Compound activity from PubChem BioAssay.
Salmonella PhoP GFP: inhibitors of PhoP regulon expression, primary screen, Salmonella Typhimurium, GFP reporter (AID 1863). S. Typhimurium PhoP-regulated promoter GFP reporter, 4 h; higher % means a stronger effect. inhibition, % at 50 µM, or IC50 in µM where a hit was titrated. hit rate 0.16% among 300,000;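 active means inhibition over 29.93%, a cutoff 3 SD above the screen mean, later confirmed by dose response; inconclusive means inhibition over 29.93% but no dose response follow-up; inactive means inhibition at most 29.93% or unconfirmed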;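 further: 0% = low Mg2+ inducing control and 100% = high Mg2+ repressing control; strong numbers were not always called active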
Myeloid diff 2: myeloid differentiation induction; ER-HoxA9 myeloid progenitors, lysozyme-GFP differentiation, flow cytometry; calls only at 10 µM; hit rate 1% among 360,000; AID 624256;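 active means normalized GFP-positive differentiation at or above the plate's own cutoff, the solvent-only control mean plus 3 SD; inconclusive means no clear call, values can overlap the other calls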;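 further: cells exposed to compound for four days before flow analysis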
bCat nuc transl: modulators of beta-catenin nuclear translocation; HeLa beta-catenin nuclear translocation, immunofluorescence imaging; nuclear translocation activity, % at 5 µM; hit rate 0.3% among 190,000;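 active means nuclear translocation activity above 50% at 5 µM, with a well cell count of 50 or more; inconclusive means wells under 50 cells across six images, flagged as toxic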;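 further: per-cell ratio of nuclear to cytoplasmic median beta-catenin stain intensity; plate controls were DMSO negative control for no effect and GSK-3 inhibitor IX positive control for full effect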
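Test system: HeLa cells, endogenous beta-catenin; Compound: single 5 µM dose plus 0.02–20 µM confirmation series; Times: compound exposure 24 h at 37°C; Signal: fluorescence imaging of beta-catenin antibody stain plus DAPI; Read-out: % activation, nuclear-to-cytoplasmic median beta-catenin signal ratio per cell.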
Large T inhibition: TAg ATPase/helicase activity blockers – biochemical (AID 1903) | SV40 large T antigen ATPase/helicase inhibition assay; higher % means a stronger effect | one-dose inhibition, % at 20 µM; IC50 in µM for titrated hits | hit rate 0.39% among 310,000; in the data active means a potency from the dose series; inconclusive means inhibition mostly from about 32% at the one dose, without a potency; inactive means the rest, 99 in 100 with inhibition below about 32%; further: strong numbers were not always called active
West Nile antiviral: inhibition of WNV-induced cytopathic effect – cell-based, CPE readout (AID 1621); West Nile virus-infected cells, CPE inhibition; higher % means a stronger effect; hit rate 0.02% among 290,000; CPE inhibition, % at 10 µM, or IC50 in µM where a hit was titrated; in the data active means a potency from the dose series; inconclusive means CPE inhibition mostly from about 3.7% at the one dose, without a potency; inactive means the rest, 99 in 100 with CPE inhibition below about 2.2%; further: strong numbers were not always called active
MgcRacGAP inhibition: MgcRacGAP GTPase-activating activity inhibitors, confirmation, biochemical, ADP Hunter fluorescence; one-dose inhibition, % at 30 µM; IC50 in µM for titrated hits; AID 624330; MgcRacGAP-stimulated Rac1 GTP hydrolysis, ADP Hunter fluorescence; higher % means a stronger effect; GST-tagged Rac1 F28L mutant substrate; hit rate 0.6% among 340,000;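 active means first-screen hits whose inhibition reached a set limit at any dose in the follow-up dose series; inconclusive means inhibition above the set first-screen limit but never retested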;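 further: fluorescence reports GDP produced by GAP-driven GTP hydrolysis; strong numbers were not always called active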
T cell HTS: modulates CD8 T cell binding to vesicles. 2C CD8+ T cell-vesicle binding, flow cytometry; hits give low values. calls only at 7 µM. hit rate 0.068% among 330,000. AID 2052;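 active means response, share of CD8 T cells binding vesicles, and their 90th percentile fluorescence all below set limits, cut at about 80% in these data, passing the limit was not always enough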
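incubation = binding step 1.5 h, 37 °C, antibody labelling 20 min, ice | test system = 2C mouse CD8+ T cells | read-out basis = percent CD8+ FL2 mean versus row control | controls = Peptide-free naked vesicles (low) and QL9 vesicles with 0.7% DMSO vehicle (high) | detection = flow cytometry of vesicle-bound cells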
WT yeast gro inh: growth inhibition of WT yeast, mitochondrial fusion screen. inhibition, % at 10 µM. hit rate 2.1% among 190,000. AID 1362. mitochondrial fusion phenotypic screen, WT strain; in the data active means inhibition above about 58%; tested in S. cerevisiae
RSV CPE inhibition: RSV antiviral activity via CPE protection, HEp-2 cells, primary 10 µM value included (AID 2391); HEp-2 cells, RSV-induced CPE inhibition; higher % means a stronger effect; CPE inhibition, % at 10 µM; hits with a dose series show IC50 in µM; hit rate 0.13% among 310,000; in the data active means a potency from the dose series; inconclusive means CPE inhibition mostly from about 23% at the one dose, without a potency; inactive means the rest, 99 in 100 with CPE inhibition below about 21%; further: strong numbers were not always called active
WT yeast gro inh mutant strain: second read-out of WT yeast gro inh, no call of its own (marks repeat the call); inhibition, %; mitochondrial fusion phenotypic screen, mutant strain inhibition
bCat nuc transl cell count 5 µM: also measured in bCat nuc transl; calls as there; cell count; measured here: cell count, cytotoxicity flag
T cell HTS vesicle-bound %: also measured in T cell HTS; calls as there; double positive events, %; measured here: CD8+ vesicle-bound cell fraction;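 binding gate set so that unloaded-vesicle control wells show 10% double positive cells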
Myeloid diff 2 GFP+ MAC1+ %: second read-out of Myeloid diff 2, no call of its own (marks repeat the call); GFP+ MAC1+ double positive, %; measured here: differentiation confirmed by MAC1 staining
* = called active by the depositor; i = inactive; u = inconclusive; x = no result given; + = active, no number.

SMILES	Salmonella PhoP GFP	Myeloid diff 2	Myeloid diff 2 GFP+ MAC1+ %	bCat nuc transl	bCat nuc transl cell count 5 µM	Large T inhibition	West Nile antiviral	MgcRacGAP inhibition	T cell HTS	T cell HTS vesicle-bound %	WT yeast gro inh	WT yeast gro inh mutant strain	RSV CPE inhibition
O=C(C1=C(O)C(=O)N(CCOCCO)C1c1ccccn1)c1cccs1 (centres undefined)	-11%	i	0.7	0.1	1301	23%	0.1%	7%	i	34	x	x	-1.0%
Cn1c(-c2ccc3c(c2)OCO3)c(C(=O)O)c(=O)c2ccccc21	-10%	i	0.1	2.7	456	4%	0.8%	6%	i	8	-17	-7	2.2%
Cc1cccc(Oc2ccc(N)cc2)c1	-3%	i	1.6	x	x	8%	0.5%	14%	i	36	-30	-42	-1.3%
COCCNC(=O)CCSCc1ccccc1F	-3%	i	1.6	1.1	1045	-6%	-0.7%	0%	i	19	9	17	1.1%
COc1cc(S(=O)(=O)Nc2cccc(C)c2)ccc1NC(=O)c1cccnc1	-2%	i	0.3	0.3	869	9%	-0.7%	2%	i	28	-1	3	2.7%
S=c1nc2c(n[nH]1)c1ccccc1n2CCc1ccccc1	5%	i	0.4	x	x	0%	-1.2%	11%	i	67	x	x	38%
CCOC(=O)/C=C/CN(C(=O)OC(C)(C)C)S(=O)(=O)N1CC=CC1	-3%	i	1.1	-1.8	1213	4%	-0.1%	3%	i	15	x	x	1.6%
C=CCn1c(N)cc(=O)nc1SCC(=O)NC(C)c1ccccc1 (centres undefined)	4%	i	15	-1.6	1088	7%	u	2%	i	32	13	3	1.9%
CCOC(=O)N1CCN(CC(O)c2c[nH]c3ccccc23)CC1 (centres undefined)	1%	i	0.9	x	x	26%	-0.8%	6%	i	54	x	x	-0.3%
CC1=CC(C)(C)NC(=S)N1C(C)c1ccccc1 (centres undefined)	-7%	i	0.5	x	x	34%	-1.0%	11%	i	28	x	x	3.1%
Cc1ccc(N=Nc2cc(C)ccc2N)cc1	-2%	i	0.7	-0.1	1333	12%	-0.4%	9%	i	28	x	x	1.1%
Cc1ccc(N/N=C/c2c(C)c(C#N)c(=O)n(C)c2O)cc1C	-17%	i	0.6	0.3	1480	8%	-0.2%	10%	x	x	27	18	x
Cc1ccc(N2CC(C(=O)Nc3cccnc3)CC2=O)cc1C (centres undefined)	5%	i	0.6	x	x	9%	0.2%	4%	i	23	x	x	1.9%
CCc1ccccc1NC(=S)N(CCN1CCCCC1)Cc1ccco1	4%	i	0.7	x	x	4%	-1.3%	4%	i	46	-4	-2	-0.4%
COc1ccc(N(C)C(=O)Cc2c(C(=O)O)[nH]c3ccccc23)c(OC)c1	-5%	i	0.0	0.4	1063	11%	1.1%	3%	i	38	0	-13	-1.4%
Cc1ccc(-c2nnc(-c3ccccc3)o2)cc1	5%	i	1.3	1.2	982	9%	0.4%	8%	i	34	1	4	3.7%
CCOc1ccc(C(=O)n2cc(C(=O)OC)c3ccccc32)cc1OCC	-3%	i	0.3	x	x	11%	-0.1%	0%	i	35	x	x	-0.1%
Cc1cc(C(=O)NC2CC(C)(C)Cc3c2cnn3-c2ccc(F)cc2)no1 (centres undefined)	-1%	i	4.5	x	x	26%	-1.3%	1%	i	14	x	x	0.9%
O=C(N/N=C/c1c[nH]c2ccccc12)c1ccc2c(c1)OCCO2	-10%	i	0.7	19	784	18%	-0.3%	0%	i	59	x	x	x
CCOC(=O)C(NC(=O)c1cccc(Cl)c1)(Nc1sc2c(c1C(N)=O)CCC2)C(F)(F)F (centres undefined)	-2%	i	0.3	0.4	1093	23%	-0.4%	16%	i	36	12	3	5.8%
COc1ccc(Cc2nnc(NC(=O)CS(=O)(=O)Cc3ccccc3)s2)cc1	-3%	i	0.0	x	x	25%	0.1%	9%	i	25	x	x	4.1%
CCOC(=O)/C=C1/N(C)c2ccccc2C1(C)C	-4%	i	0.2	-0.9	1338	12%	0.2%	6%	i	59	x	x	0.2%
CCOC(=O)c1sc(=S)n(-c2ccccc2)c1N	-3%	i	0.8	1.3	999	5%	-0.2%	-1%	i	21	-12	6	6.6%
CCN(CC)CCNC(=O)CS(=O)Cc1nc(-c2ccc(C)cc2)oc1C (centres undefined)	0%	i	1.3	0.7	732	5%	-0.3%	3%	i	45	-11	-2	-1.6%
Cc1c(O)c(S(=O)(=O)c2ccccc2)c(=O)n(-c2ccccc2)c1-c1ccccc1	-25%	i	0.7	x	x	15%	0.1%	10%	i	24	-14	5	2.2%
COc1c(OC2OC(C(=O)O)C(O)C(O)C2O)cc(O)c2c(=O)cc(-c3ccccc3)oc12 (centres undefined)	-10%	i	1.9	x	x	9%	0.0%	2%	i	12	-2	-8	1.0%
COc1ccc(C(=O)NCc2cn3ccccc3n2)cc1	-1%	i	1.5	x	x	3%	-0.1%	5%	i	36	20	-1	0.4%
COc1ccc2nc(NC(=O)c3cc(C)oc3C)sc2c1	1%	i	0.3	-2.2	1195	6%	-1.6%	-5%	i	23	24	26	1.5%
Cc1ccc(CSc2nnc(C(F)(F)F)n2Cc2ccc(F)cc2)cc1	7%	i	5.6	x	x	-7%	-0.9%	5%	i	20	-5	2	-0.9%
COCCNC(=O)c1cn(C)c2ccc(S(=O)(=O)N3CCCCC3)cc2c1=O	-8%	i	0.8	x	x	3%	2.0%	6%	i	11	x	x	15%
CCOc1ccc2nc(-c3ccccc3)nc(SCC(=O)Nc3ncc(C)s3)c2c1	-7%	i	2.2	-1.3	977	2%	0.8%	-5%	i	21	6	16	-0.5%
CC(=O)Oc1ccccc1C(=O)NC(C)CCc1ccccc1 (centres undefined)	4%	i	0.6	x	x	0%	-1.1%	13%	i	61	x	x	u
Cn1c(=O)c2c(nc(N3CCc4ccccc4C3)n2Cc2ccccc2F)n(C)c1=O	-16%	i	1.6	-6.7	616	7%	1.6%	8%	i	19	-2	-7	-1.2%
CC(=O)Nc1ccc(CN2CCN(Cc3ccc(F)c(F)c3)C(CCO)C2)cc1 (centres undefined)	-1%	i	0.3	-0.4	1042	5%	-0.5%	6%	i	35	2	6	-0.2%
Cc1ccc(S(=O)(=O)N2CCN=C2SCc2cccnc2)cc1	9%	i	0.1	-0.3	1064	10%	x	14%	i	61	-2	-7	0.4%
C/C(CCc1ccc2c(c1)OCO2)=N\NC(=O)c1ccccc1Br	9%	i	0.3	5.8	923	-1%	-0.5%	12%	i	56	13	0	0.4%
CCCCn1c(N)c(N(CC)C(=O)CCNC(=O)NC23CC4CC(CC(C4)C2)C3)c(=O)[nH]c1=O	-6%	i	2.1	x	x	16%	-0.1%	-4%	i	62	x	x	0.7%
CCOC(=O)c1c(S(=O)(=O)NCC(C)c2ccccc2)c(C)n(C)c1C (centres undefined)	4%	i	0.6	x	x	2%	-2.1%	2%	i	55	x	x	1.1%
Cc1ccccc1C1NC(=O)c2ccccc2O1 (centres undefined)	5%	i	0.4	x	x	6%	-0.4%	-3%	i	68	x	x	0.6%
CCCn1nnc(NC(=O)c2ccc(F)cc2)n1	-6%	i	0.9	-0.7	1321	9%	0.2%	1%	i	36	38	19	1.3%
Nc1ccc(S(=O)(=O)Nc2nccc(/C=C/c3cccc(Br)c3)n2)cc1	-2%	+	1.2*	x	x	5%	-0.4%	9%	i	21	x	x	0.8%
Clc1ccc(CNc2nnnn2-c2ccccc2)c(Cl)c1	-5%	i	1.4	x	x	2%	-0.4%	-7%	i	26	0	4	7.3%
NNC(=O)COc1ccc(-c2n[nH]c(C(F)(F)F)c2-c2ccc(Br)cc2)c(O)c1	6%	i	0.5	-0.2	510	4%	-0.3%	2%	i	44	-17	-2	7.3%
CN1CCC(=C(c2ccc(Cl)cc2)c2ccccn2)CC1	-6%	i	0.4	0.9	1291	15%	-0.1%	1%	i	31	x	x	-0.4%
CCOC(=O)N1CCC(NC(=O)CSCc2nc(-c3ccccc3Cl)oc2C)CC1	1%	i	2.0	x	x	0%	-0.6%	9%	i	6	x	x	5.3%
Cc1ccc(S(=O)(=O)NCCC(=O)OCC(=O)N(Cc2ccccc2)C(C)(C)C)cc1C	6%	i	0.5	x	x	7%	x	10%	i	59	x	x	0.6%
CC(C)(C)CC(=O)Nc1cc(S(=O)(=O)N2CCCCCC2)ccc1Cl	-1%	i	0.9	1.1	980	10%	-2.0%	5%	i	20	15	-14	0.4%
COCc1cc(Sc2ccc(Br)cc2)nc(-c2ccccc2)n1	10%	i	0.6	0.7	1364	1%	0.4%	7%	i	46	5	10	15%
OCCC1CN(CC#Cc2ccccc2)CCN1C1CCCC1 (centres undefined)	2%	i	0.6	0.6	1017	9%	-0.7%	10%	i	31	-1	-3	-2.2%
Cc1onc(-c2ccccc2Cl)c1C(=O)Nc1nc2c(s1)CCCC2	-1%	i	3.8	-0.6	1406	4%	-0.3%	14%	i	42	-2	-16	1.8%
CC(=O)c1ccc(S(=O)(=O)N2CCN(C(=O)CSC(=S)N3CCCC3)CC2)cc1	-10%	i	0.5	x	x	9%	x	4%	i	31	x	x	-0.5%
Cc1ccc(-c2onc(C)c2C)cc1S(=O)(=O)N1CCOc2ccccc21	-4%	i	0.9	x	x	7%	0.7%	11%	i	8	x	x	7.4%
O=C(NCc1ccccc1F)C(=O)NCC1OCCCN1S(=O)(=O)c1cccs1 (centres undefined)	1%	i	1.1	x	x	3%	-0.7%	0%	i	9	x	x	1.1%

Outcome played no part in choosing rows; 3.6% or so of the library scored in one or more.
